# MEKK2wt PB1 HTS: raises or lowers MEK5 binding to wildtype human MEKK2 PB1 domain; 290,000 compounds, 1.1% hits; bead flow cytometry, Alexa488-MEK5 binding to MEKK2 WT; actives lie on both sides; binding response (% of control), % at 10 µM; Q9Y2U5; in the data active = binding response below about 67% or above about 130%
# PHOSPHO1 block: blocks human PHOSPHO1 phosphatase activity; recombinant PHOSPHO1, absorbance phosphatase assay; inhibition, % at 13.3 µM; 290,000 compounds, 1.1% hits; AID 1565; in the data active = inhibition above about 60%
# GPR7 antagonist: antagonists of human GPR7 (neuropeptides B/W receptor 1); GPR7-expressing cells, fluorescence antagonist assay; P48145; AID 1861; inhibition, % at 4.4 µM; 290,000 compounds, 1.1% hits; in the data active = inhibition above about 16%, passing the limit was not always enough;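 also: cells stimulated with the agonist NPW; 0% = agonist with vehicle and 100% = vehicle without agonist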
# Target sequence (P48145 whole entry, looked up): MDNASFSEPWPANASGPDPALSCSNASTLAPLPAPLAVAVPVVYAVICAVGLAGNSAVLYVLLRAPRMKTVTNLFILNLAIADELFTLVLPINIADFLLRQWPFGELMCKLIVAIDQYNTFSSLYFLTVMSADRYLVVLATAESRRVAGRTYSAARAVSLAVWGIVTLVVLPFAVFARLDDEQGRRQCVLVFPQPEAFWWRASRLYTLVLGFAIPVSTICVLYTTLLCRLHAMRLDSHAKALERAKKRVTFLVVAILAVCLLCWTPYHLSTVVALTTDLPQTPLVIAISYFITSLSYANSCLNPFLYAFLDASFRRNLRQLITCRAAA
# MEKK2mut PB1 HTS: signal of MEK5 binding to mutant human MEKK2 PB1 domain. bead flow cytometry, Alexa488-MEK5 binding to MEKK2 mutant. percent response, % at 10 µM. 290,000 compounds, 0.35% hits; in the data active = percent response above about 24%, passing the limit was not always enough; also: inactives centre near 1; some results filed as inactive read as strong as hits; reference of the scale not given here
# OXTR ag: agonists of human oxytocin receptor. CHO-OTR cells, Fluo-8 calcium fluorescence; normalized: DMSO 0%, oxytocin 100%. activation, % at 3 µM. 320,000 compounds, 0.32% hits. AID 2435;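 active = activation above the mean of all tested compounds plus 3 SD, cutoff set per screening run, cut at about 20% in these data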;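 also: peak over basal fluorescence ratio from a 100 s FLIPR kinetic read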
# MEKK3 PB1 HTS: modulators (inhibitors or enhancers) of MEK5 binding to human MEKK3 PB1 domain; Q99759; bead-based flow cytometry, Alexa488-MEK5 binding to MEKK3; actives lie on both sides; 0 = blocked by unlabeled MEK5, 100 = vehicle; binding response (% of control), % at 10 µM; 290,000 compounds, 1.4% hits;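 active = binding response more than 3 SD above or below the average of its plate-row segment, actives on both sides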;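 also: Alexa488 bead fluorescence after subtracting the streptavidin-only scavenger bead signal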
# NALP1 inh: NALP1 inhibition; S. cerevisiae NALP1/ASC/caspase-1 growth, X-gal OD620, 72 h; inhibition, % at 10 µM; 280,000 compounds, 0.61% hits; in the data active = inhibition mostly above about 24%, no sharp cut-off; inactive = mostly below about 32%; also: some compounds called inactive have numbers as strong as hits
# GalR3 antag: human GalR3 antagonism; O60755; 360,000 compounds, 0.44% hits; inhibition, % at 3 µM; HEK293 GalR3-CNG cAMP membrane potential fluorescence; galR3 body fused to GalR1 C-terminus;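 active = inhibition above the screen-wide average plus 3 SD, cut at about 13% in these data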;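 also: forskolin and galanin both at EC90 stimulate the cells; cAMP rise reported by CNG channel membrane potential dye signal; 0% = forskolin plus galanin with DMSO and 100% = forskolin alone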
# Target sequence (O60755 1-299 limits assumed): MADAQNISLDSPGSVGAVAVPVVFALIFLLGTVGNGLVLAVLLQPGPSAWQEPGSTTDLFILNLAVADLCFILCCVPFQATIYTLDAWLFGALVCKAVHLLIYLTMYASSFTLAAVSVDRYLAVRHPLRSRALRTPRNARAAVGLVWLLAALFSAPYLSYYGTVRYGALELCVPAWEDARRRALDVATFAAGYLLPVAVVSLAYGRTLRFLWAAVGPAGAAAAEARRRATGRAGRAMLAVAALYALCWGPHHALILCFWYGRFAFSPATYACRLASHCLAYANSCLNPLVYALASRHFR
# V1R ag counter: activates human V1a receptor in oxytocin agonist counter-screen. P37288. CHO-V1R cells, Fluo-8 calcium fluorescence, agonist mode; 0% DMSO, 100% 3 nM vasopressin. activation, % at 3 µM. 320,000 compounds, 0.25% hits. AID 2797;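 active = activation above the mean activation of all tested compounds plus 3 SD, per screening run, cut at about 20% in these data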;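 also: signal is peak over basal fluorescence ratio across a 100 second FLIPR read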
# Target sequence (P37288 whole entry, looked up): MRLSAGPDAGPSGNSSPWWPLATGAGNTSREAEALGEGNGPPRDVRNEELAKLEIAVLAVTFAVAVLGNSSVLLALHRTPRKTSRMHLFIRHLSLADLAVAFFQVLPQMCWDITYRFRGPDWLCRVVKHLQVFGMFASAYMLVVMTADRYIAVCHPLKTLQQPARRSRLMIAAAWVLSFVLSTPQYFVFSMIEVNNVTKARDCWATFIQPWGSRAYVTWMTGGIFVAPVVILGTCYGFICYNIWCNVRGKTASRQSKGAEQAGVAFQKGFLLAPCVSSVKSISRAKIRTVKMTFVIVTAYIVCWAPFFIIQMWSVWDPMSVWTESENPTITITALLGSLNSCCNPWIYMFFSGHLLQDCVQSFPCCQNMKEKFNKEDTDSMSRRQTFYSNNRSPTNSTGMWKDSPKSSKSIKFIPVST
# The depositor's hits bear a star; . = not tested or not shown.
SMILES	GPR7 antagonist	GalR3 antag	PHOSPHO1 block	MEKK3 PB1 HTS	OXTR ag	MEKK2wt PB1 HTS	NALP1 inh	V1R ag counter	MEKK2mut PB1 HTS
CCCC(=O)N(c1ccc(C(=O)O)cc1)c1nc(-c2ccccc2)c(C)s1	-14	-4	41	102	0.9	95	1	1.0	4
COc1ccccc1C(=O)NCCOc1ccc(C)c(C)c1	-15	-4	14	105	.	109	-8	.	6
O=C(COC(=O)/C=C/c1ccc(F)cc1)Nc1cccc(S(=O)(=O)N2CCCC2)c1	12	-4	-23	109	-0.1	98	-7	2.5	0
COc1ccc(NC(=O)CN2C(=O)c3ccccc3Sc3ccc(C(=O)N4CCOCC4)cc32)c(OC)c1	-15	3	-15	105	2.3	102	5	0.8	2
COc1ccccc1N1CC(C)(C)C(=O)N(C(=O)c2ccc(Cl)cc2)C1=S	-15	-4	20	102	-1.6	96	11	0.9	-3
CC(C)Sc1nc(SCC(=O)O)c2c3c(sc2n1)COC(C)(C)C3	-15	-5	84*	98	0.3	97	16	-0.5	-4
CCCc1[nH]nc2c1C(C1CCCCC1)C(C#N)=C(N)O2 (configuration not stated)	0	-4	5	110	-2.1	110	.	-1.0	7
O=C(Nc1ccc(Cl)c(C(F)(F)F)c1)N1CCCC(O)C1 (configuration not stated)	1	-1	3	100	3.9	107	2	2.1	3
CC(=O)Nc1ccc(NC(=O)N2CCCCC2)cc1	-8	-3	-27	100	1.2	103	-6	0.3	2
Cc1cc(C)nc(N2CCCC(C(=O)NCCc3ccccc3F)C2)n1 (configuration not stated)	8	-4	-2	102	-1.4	103	11	-0.6	3
O=C(O)CC(NC(=O)C1CCCCC1)c1ccc(OC2CCCC2)cc1 (configuration not stated)	-3	-2	16	92	0.6	94	-7	1.5	-3
COc1ccc(OC)c(/C=C/C(=O)OCC(=O)Nc2ccc3c(c2)OCCO3)c1	1	11	-15	112	-0.2	102	16	1.4	1
Cc1cccc2c1cnn2C(=O)Nc1ccccc1Cl	2	-9	34	99	0.1	100	27	-1.4	-1
CCOCCCNC(=O)NC(=O)CN1CCN(S(=O)(=O)c2ccc3c(c2)OCCO3)CC1	-14	-4	-2	88	-0.9	94	4	0.3	-6
O=C(NC(=S)N1CCCCC1)c1csc([N+](=O)[O-])c1	-15	2	56	100	-0.9	102	0	0.0	1
Cc1cccc(N(CC(N)=O)C2SC(=O)N(c3ccccc3)C2=O)c1 (configuration not stated)	-4	-1	29	99	0.6	97	24	-0.5	0
COc1cccc(C(=O)Nc2ccc(N(C)C)cc2)c1OC	-5	-2	17	102	5.5	99	2	1.2	0
COCCNC(=O)c1ccc(CN2CCc3ccccc3C2)cc1	-7	-3	-3	92	0.9	92	13	-0.1	-3
COc1cc(Cl)c(C)cc1NC(=O)CCCN1C(=O)CCC1=O	-11	-6	-2	108	-0.3	112	2	0.8	6
Cc1ccccc1S(=O)(=O)NCC1CCCO1 (configuration not stated)	-6	-3	20	107	0.9	106	10	0.6	3

# Further entries.
SMILES	GPR7 antagonist	GalR3 antag	PHOSPHO1 block	MEKK3 PB1 HTS	OXTR ag	MEKK2wt PB1 HTS	NALP1 inh	V1R ag counter	MEKK2mut PB1 HTS
CCOC(=O)c1ccc(-n2cc(C(=O)c3cccnc3)nn2)cc1	-8	-10	.	99	.	100	8	.	-1
COc1cc(O)cc2occ(-c3ccc(O)cc3)c(=O)c12	-12	7	32	106	-0.3	104	0	-0.1	5
COc1ccc(F)cc1CN1CCN(C(=O)CCC(=O)Nc2nnc(C(C)C)s2)CC1	-2	0	3	106	0.5	107	18	-0.1	14
Nc1nc(SCC(=O)NCc2ccc3c(c2)OCO3)n[nH]1	-10	0	8	104	-0.1	108	12	-0.6	6
COc1ccc(CNC(=O)Nc2ccc(C)cc2)cc1	-21	-1	2	101	-1.3	98	12	-0.5	1
CCCS(=O)(=O)N1CCN(S(=O)(=O)c2ccccc2[N+](=O)[O-])CC1	-4	8	25	98	0.2	98	32	0.7	-3
O/N=C1/CC/C(=N\O)c2nn(-c3ccccc3)nc21	-5	-4	12	104	-0.1	109	10	0.4	3
Cc1noc(NS(=O)(=O)c2ccc(NC(=O)c3nn(-c4ccc(F)cc4)ccc3=O)cc2)c1C	-20	0	54	100	3.5	102	2	-0.1	4
CCC(=O)Nc1ccc(NC(=O)CCc2ccccc2)cn1	4	-4	8	104	1.0	105	10	1.8	4
CC12CCC(C(=O)N3CCCCC3)(CC1=O)C2(C)C (configuration not stated)	17	-2	51	109	-1.1	110	.	1.8	3
CCc1cc2c3c(c(=O)oc2cc1OCC(=O)OC)CCCC3	-15	-3	46	102	-1.7	100	16	-1.4	3
CCOC(=O)c1c(/N=C/c2ccc(C)cc2O)sc2c1CCC2	-5	-7	-2	109	-2.8	97	20	-0.6	17
O=C(Nc1ccccc1)c1ccc(NCCc2ccccc2)c([N+](=O)[O-])c1	-8	-3	-4	105	0.2	118	21	-0.6	10
O=C(c1cc(Br)ccc1Cl)N1CCN(c2ccccn2)CC1	17	-6	.	103	.	105	-13	.	0
CCOc1ccc(NC(=O)C2CC(=O)N(c3ccccc3F)C2)cc1 (configuration not stated)	-9	-9	8	102	0.1	104	4	1.5	4
CC(C)NC(=O)CSc1nc2ccccc2n1-c1ccccc1	-12	-7	-4	104	-2.0	104	8	-1.1	5
COC(=O)c1cn(-c2ccccc2)nc1C(=O)OC	-1	-4	-4	99	0.2	97	13	0.1	-3
CC12CCC(=O)N1C(C(=O)NCCc1ccc(S(N)(=O)=O)cc1)CS2 (configuration not stated)	-9	-2	30	93	0.1	97	7	2.1	-6
O=C(C1CCN(S(=O)(=O)c2cnc[nH]2)CC1)N1CCN(c2ncccn2)CC1	5	0	-17	105	0.4	111	19	0.1	5
Cc1ccc(C(=O)OCC(=O)N2CC(=O)Nc3ccccc32)s1	2	-4	5	103	0.0	98	15	1.7	1

# New compounds follow.
SMILES	GPR7 antagonist	GalR3 antag	PHOSPHO1 block	MEKK3 PB1 HTS	OXTR ag	MEKK2wt PB1 HTS	NALP1 inh	V1R ag counter	MEKK2mut PB1 HTS
CCOC(=O)c1cnn(-c2ncnc3c2oc2ccccc23)c1N	.	2	15	100	0.6	100	-2	-0.1	3
CCCCCC/C=C/c1ccc([C@H]2[C@H]3C=CC[C@@H](C)[C@@H]3C(=O)N2Cc2ccccc2)c(F)c1	.	-2	0	95	-1.1	92	-3	0.0	2
COc1ccccc1NS(=O)(=O)c1ccc(C)c(C(N)=O)c1	5	-6	-7	103	4.2	99	.	2.6	2
N#Cc1ccc(OCc2nnc3n2CCCCC3)cc1	-13	-3	24	103	0.7	99	4	-0.1	-2
CCOC(=O)c1ccccc1NC(=O)CSc1nnc(C)c(=O)[nH]1	4	-8	32	101	0.3	97	3	1.1	3
Cc1cc(CNC(=O)C2CCC(=O)N(Cc3ccccc3F)C2)on1 (configuration not stated)	-11	-2	41	102	0.6	98	16	0.7	-3
O=C(NCCc1c[nH]c2ccccc12)C(=O)NCC(c1ccco1)N1CCN(c2ccccc2F)CC1 (configuration not stated)	-8	.	-7	99	2.9	103	19	3.6	-1
O=C(Oc1cccc(C(=S)N2CCOCC2)c1)c1cccc([N+](=O)[O-])c1	-1	-5	-7	105	0.7	91	15	1.2	-6
Cn1cnnc1SCC(=O)Nc1sc2c(c1C(N)=O)CCC2	2	-1	36	93	0.1	91	-4	-0.1	-3
CC(=O)N=c1ncn(CC(COC(C)=O)OC(C)=O)c2nc[nH]c12 (configuration not stated)	-8	-3	14	113	0.1	110	5	-0.5	4
CC(=O)c1ccc(S(=O)(=O)Nc2ccc(-c3cn4c(n3)SCC4)cc2)cc1	-3	-4	30	89	-0.2	87	-5	1.2	-12
CSc1nc(N)n2nc(-c3ccccc3)cc2n1	-10	-9	-2	88	-2.2	88	-15	-2.0	-22
CCN=C1NN=C(c2ccc(C)cc2)CS1	4	-9	-25	99	-0.9	99	-3	-0.2	-1
O=C(c1ccoc1)N1CCCC(N2CCN(c3cccc(Cl)c3)CC2)C1 (configuration not stated)	-21	-3	-16	98	.	101	-4	.	-1
CCOC(=O)c1ccccc1NC(=O)CN1CCC(n2nnc3cc(C(F)(F)F)ccc32)CC1	-14	-3	30	86	-1.2	78	.	0.3	-23
CCCNc1nc(Cl)nc(NC(C)(C)C)n1	-20	-6	2	101	-2.5	100	-4	-1.8	2
CCc1cccc2c(C#N)cn(CCOc3ccccc3OC)c12	5	-5	22	103	0.5	102	2	1.6	-1
CCN(CC)C(=O)CSc1nnc(CCN)o1	0	-1	-2	101	0.3	104	3	-0.1	2
CNC(=O)C1CCC(=O)N1Cc1ccccc1Cl (configuration not stated)	6	-5	3	100	0.1	104	-16	0.6	2
CCOc1ccc(NC(=O)C(=O)NCc2ccncc2)cc1	-17	-5	68*	92	-2.1	90	-13	-0.8	-8

# 3 compounds out of the list above, arranged by their value in NALP1 inh, highest first.
SMILES	NALP1 inh
CC(=O)N=c1ncn(CC(COC(C)=O)OC(C)=O)c2nc[nH]c12 (configuration not stated)	5
CCOC(=O)c1cnn(-c2ncnc3c2oc2ccccc23)c1N	-2
CSc1nc(N)n2nc(-c3ccccc3)cc2n1	-15

# The listing continues.
SMILES	GPR7 antagonist	GalR3 antag	PHOSPHO1 block	MEKK3 PB1 HTS	OXTR ag	MEKK2wt PB1 HTS	NALP1 inh	V1R ag counter	MEKK2mut PB1 HTS
CCOc1ccc(C(=O)OC(C)CN2CCN(C)CC2)cc1 (configuration not stated)	-1	-8	23	99	-0.1	101	10	1.6	0
CC(=O)Nc1ccc(S(=O)(=O)N2CCC(NC(=O)C(Cc3cccc(F)c3)NC(C)=O)CC2)cc1 (configuration not stated)	-3	-6	23	99	-0.4	103	1	1.2	-5
COc1ccc2oc(=O)c(C(=O)N3CCN(C(=O)c4ccccc4)CC3)cc2c1	-13	-5	36	99	2.8	92	-4	2.4	-1
CCOc1ccc(S(=O)(=O)N2CCC(C(=O)NCc3ccco3)CC2)cc1C	9	-7	18	99	-0.4	98	-1	1.8	1
CCOc1nnc(C)c2c(C)n(-c3ccc(Cl)cc3)nc12	-14	-5	32	98	-2.4	104	2	-2.0	10
CCOC(=O)C1CCN(S(=O)(=O)c2ccc3c4c2CC(=O)N4CC(C)S3)CC1 (configuration not stated)	-13	3	41	104	-1.2	109	16	3.8	5
CC(C)C(NC(=O)OCc1ccccc1)C(=O)NC1CCCCC1 (configuration not stated)	-4	2	2	96	-0.9	90	27	-0.2	-2
CN(C)CCCNS(=O)(=O)c1ccc(N2CCN(Cc3ccc4c(c3)OCO4)CC2)c([N+](=O)[O-])c1	5	57*	17	100	2.1	113	22	2.1	8
COc1ccc(Cc2nc(-c3ccc(-n4cccc4)cc3)no2)cc1	2	-3	-9	91	1.7	93	18	0.8	-5
Cc1ccc(N/C=C/C(=O)C(C)(C)C)c(O)c1	-7	.	25	86	0.3	82	59	0.3	-11
Cc1ccc(/C=C(\C#N)C(=O)N2CCCC2)c(C)c1	-7	-5	36	86	-1.6	88	7	-0.8	-16
COc1cccc(N(C(=O)c2sc(C)nc2C)C(C(=O)NCC2CCCO2)c2ccccc2)c1 (configuration not stated)	-10	-6	28	100	0.2	103	9	-0.1	2
CCn1c(SCc2ccc(C(=O)O)cc2)nnc1-c1ccc(Cl)cc1	-11	-9	.	106	0.6	105	-8	-0.1	2
CSCCCNC(=O)c1ccc(OC2CCN(C(=O)c3cccnc3)CC2)cc1	-20	-4	17	87	0.4	89	.	1.8	-19
